Screening results (PubChem)
RAM network inh: blocks the yeast RAM network; actives 1.8% (n = 190,000); S. cerevisiae dse1pr::URA3 reporter, 5-FOA growth OD615, 2 d; analog-sensitive cbk1-as2 kinase mutant strain; inhibition, % at 50 µM; AID 868;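 active = inhibition above a set limit, 3 SD over mean compound inhibition, cut at about 8.4% in these data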;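 also: 0% = DMSO-only wells with no growth and 100% = 10 µM 1-NA-PP1 full growth; inhibition rescues growth on 5-FOA so higher OD means more RAM inhibition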
NF-kB neuron act: compounds increasing NF-kB expression in human neuronal cells; NF-kB reporter expression; active compounds read high; fold change at 12.5 µM; actives 1.6% (n = 190,000); in the data active = fold change above about 3.3
STAT1 activator: activators of IFN-gamma induced STAT1 signaling; NIH 3T3 STAT1-luciferase reporter, luminescence; 100% = IFN-gamma alone, no compound; activation (% of control), % at 5.5 µM; actives 2.6% (n = 200,000); AID 932;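 active = activation above the screen-wide mean activation plus 3 SD, cut at about 130% in these data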;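 also: raw ratio to IFN-gamma control signal so 100% means no change and 0% no light; values of inactives mirror those of a sister screen read the other way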
STAT1 inh: STAT1 signaling inhibition. NIH 3T3 STAT1-luciferase reporter, IFN-gamma, luminescence. AID 920. inhibition, % at 5.5 µM. actives 0.35% (n = 200,000);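 active = inhibition above a set limit, the mean inhibition across all tested compounds plus 3 SD, cut at about 34% in these data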;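 also: 0% = IFN-gamma with DMSO and 100% = IFN-gamma with 300 µM nifuroxazide; values of inactives mirror those of a sister screen read the other way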
STAT3 activator: increases IL-6 driven STAT3 reporter signal; U3A cells, IL-6 STAT3-luciferase reporter, luminescence; 100% = signal with IL-6 EC80 alone; activation (% of control), % at 5.6 µM; actives 0.91% (n = 190,000); AID 871;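 active = activation above the screen-wide mean of compound activation plus 3 SD, cut at about 130% in these data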;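 also: 0% = background luminescence of wells with medium and substrate only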
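system = STAT3-luciferase reporter U3A cells | reagent = IL-6 stimulus at 33 ng/mL final | timing = 1 h compound pre-exposure, 6 h IL-6 stimulation, 37 °C | measured by = luminescence | evaluation = % activation versus median of IL-6-stimulated wells | control set = IL-6-only wells as 100% reference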
APP 5'UTR act: activates APP 5'UTR luciferase reporter; SH-SY5Y APP 5'UTR luciferase reporter, luminescence; zero percent = DMSO vehicle wells; activation, % at 2 µM; actives 1% (n = 190,000); AID 1276;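 active = activation above a set limit, based on mean plus 3 SD of controls, cut at about 140% in these data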; also: values of inactives mirror those of a sister screen read the other way
Hsp70 activator: transcriptional activators of Hsp70; HeLa Hsp70 promoter luciferase reporter, luminescence; scaled: vehicle 0, proteasome-inhibitor control 100%; activation, % at 10 µM; actives 0.04% (n = 200,000); AID 1203;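 active = activation above the mean across all tested compounds plus 3 SD, cutoff set per campaign, cut at about 5.5% in these data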;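 also: 100% = MG132 at 30 µM as the positive control and 0% = DMSO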
APP 5UTR inh: APP translation inhibition; SH-SY5Y APP 5'UTR-luciferase reporter, luminescence; inhibition, % at 2 µM; actives 0.82% (n = 190,000);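 active = inhibition above a set limit, derived from the sample mean plus 3 SD, cut at about 45% in these data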; also: values of inactives mirror those of a sister screen read the other way
STAT3 blocker: reduces IL-6 driven STAT3 reporter signal; actives 0.89% (n = 190,000); inhibition, % at 5.5 µM; U3A cells, IL-6 STAT3-luciferase reporter, luminescence; host cell line lacks STAT1;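 active = inhibition above the mean inhibition across all screened compounds plus 3 SD, cut at about 44% in these data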;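 also: 0% = DMSO only wells and 100% = 100 µM nifuroxazide control wells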
FLuc inhib CS: Photinus pyralis luciferase inhibition counter-screen. actives 1.5% (n = 200,000). P08659. inhibition, % at 10 µM. AID 1006. ATPLite firefly luciferase biochemical luminescence, 10 min;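 active = inhibition above about 50% when tested at 10 µM, limit read from the data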
Target sequence (P08659 whole entry, looked up): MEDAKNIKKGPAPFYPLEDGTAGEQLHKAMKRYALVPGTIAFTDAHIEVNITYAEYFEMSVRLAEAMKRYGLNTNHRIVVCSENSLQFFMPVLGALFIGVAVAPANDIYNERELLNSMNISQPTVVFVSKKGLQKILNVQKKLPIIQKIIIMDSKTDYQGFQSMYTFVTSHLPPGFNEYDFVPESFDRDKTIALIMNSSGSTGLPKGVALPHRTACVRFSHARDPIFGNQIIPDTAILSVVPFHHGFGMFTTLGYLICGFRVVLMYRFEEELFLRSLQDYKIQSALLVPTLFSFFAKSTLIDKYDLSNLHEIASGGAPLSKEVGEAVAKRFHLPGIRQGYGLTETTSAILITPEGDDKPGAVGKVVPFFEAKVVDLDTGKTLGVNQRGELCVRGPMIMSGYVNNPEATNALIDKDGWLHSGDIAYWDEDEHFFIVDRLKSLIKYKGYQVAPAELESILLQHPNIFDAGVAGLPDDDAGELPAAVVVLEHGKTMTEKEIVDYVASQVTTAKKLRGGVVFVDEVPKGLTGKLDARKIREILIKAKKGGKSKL
* = called active by the depositor; . = not tested or not shown. An unsorted share of the library. About 7.7% of those tested had a hit in this group.

Screens in order – RAM network inh	NF-kB neuron act	STAT1 activator	STAT1 inh	STAT3 activator	APP 5'UTR act	Hsp70 activator	APP 5UTR inh	STAT3 blocker	FLuc inhib CS
1	CCOC(=O)C1CCCN(C(=O)c2cn(C)c(=O)c3cc(OC)c(OC)cc23)C1 (configuration not stated)
  -0.4	0.95	101	-1	104	-9	-0.5	9	0	-5
2	O=C(O)c1cn[nH]c1-n1cnnn1
  -0.6	0.94	101	-1	100	-17	-0.3	17	4	-8
3	Clc1ccc(SCc2nc3ccccc3[nH]2)cc1
  -0.1	1.6	111	-12	96	36	0.2	-36	13	19
4	COc1cccc(NC(=S)N(CCCN2CCCC2)Cc2ccco2)c1
  0.7	1.1	98	1	101	8	-0.1	-8	3	-2
5	NC(=O)NNC(=S)Nc1cccc2ccccc12
  1.4	.	100	-2	112	10	-0.1	-10	-8	-11
6	Cc1cccc2cc3c(N)c(C(=O)N4CCOCC4)sc3nc12
  0.5	1.2	157*	-62	105	-85	0.1	85*	3	12
7	CC1=CC(C)C2C(=O)N(CCC[N+](C)(C)C)C(=O)C2C1 (configuration not stated)
  0.0	1.3	96	5	101	-6	0.1	6	2	0
8	NC(=O)C1CC(=O)N(c2ccc(OCc3c(Cl)cccc3Cl)cc2)C1 (configuration not stated)
  4.3	0.81	94	4	93	20	-0.2	-20	10	-1
9	O=C(c1ccc2c(c1)[nH]c(=S)n1c3ccccc3nc21)N1CCN(c2ncccn2)CC1
  0.7	0.86	99	2	95	7	-0.2	-7	10	-2
10	CC(C)(C)c1ccc(S(=O)(=O)CCc2ccccn2)cc1
  -0.2	1.7	129*	-32	116	12	0.2	-12	-15	2
11	COc1ccc(C(=O)N2CCC(C(=O)Nc3ccc4c(c3)OCCO4)CC2)cc1
  1.1	0.64	97	3	89	4	-0.4	-4	18	-3
12	CC(C)NC(=O)N1CCN(c2ccncc2S(=O)(=O)N2CCOCC2)CC1
  0.9	1.1	106	-7	108	-5	-0.3	5	-5	-8
13	CCn1ncc(C2=NOC(C(=O)Nc3ccc(C)cc3)C2)c1C (configuration not stated)
  0.3	0.86	93	7	102	-8	-0.2	8	2	-6
14	N#C/C(C(=O)NCc1ccco1)=C1/SC(Cc2ccc(Cl)cc2)C(=O)N1c1ccccc1 (configuration not stated)
  3.5	1.1	92	8	98	0	0.0	0	6	-4
15	Cc1nnc(Nc2ccccc2)n(N)c1=O
  1.1	1.1	101	-1	98	6	0.0	-6	10	-2
16	CCc1ccc(NC(=O)CSc2nnc(Cc3cccn3C)n2-c2ccc(F)cc2)cc1
  2.2	1.2	94	7	106	4	-0.1	-4	-7	-7
17	CCOC(=O)c1c(NC(=O)C(Sc2ccccc2)c2ccccc2)sc(C(=O)N(C)C)c1C (configuration not stated)
  10*	0.58	93	8	96	7	-0.2	-7	3	-6
18	Cc1c(C2OC(=O)C3(CCCCC3)C(=O)C2(C)C)c(=O)n(-c2ccccc2)n1C (configuration not stated)
  1.5	1.2	101	-1	100	-5	-0.2	5	2	1
19	CC(C)(C)C1CCC(=O)C(C2(O)C(=O)Nc3ccccc32)C1 (configuration not stated)
  1.4	1.4	89	7	90	5	0.2	-5	15	-6
20	COc1ccccc1OCCn1cc(/C=C(\C#N)C(=O)NCc2ccco2)c2ccccc21
  2.0	1.1	98	2	102	-23	-0.4	23	-3	-7
21	CCn1c(COc2ccccc2C)nnc1SCC(=O)N1CCCCC1
  -0.8	0.86	108	-9	101	13	0.3	-13	3	-9
22	O=C(Nc1ccc(S(=O)(=O)N2CCOCC2)cc1)c1ccc(Cl)s1
  0.8	1.1	100	0	82	-2	-0.1	2	26	-3
23	CC1Cc2ccccc2N1C(=O)NC1CC(=O)N(c2ccc3c(c2)OCCO3)C1 (configuration not stated)
  1.2	1.1	95	5	105	18	0.4	-18	7	-4
24	Cc1ccc(S(=O)(=O)c2nc(N3CCOCC3)sc2Cl)cc1
  0.5	1.1	91	7	106	-9	0.3	9	-5	-2
25	O=C(CN1CCN(C2CCCCC2)CC1)Nc1ccc(Br)cc1
  2.6	1	102	-2	103	-1	0.4	1	5	-1
26	C=CCn1c(=N)c(C(=O)NCCCOC)cc2c(=O)n3cccc(C)c3nc21
  0.1	1.1	89	12	105	19	-0.3	-19	0	-6
27	COc1cc2[nH]c(=O)n(CCC(=O)N3CC=C(c4ccccc4)CC3)c(=O)c2cc1OC
  1.6	1.1	101	-1	102	4	-0.5	-4	4	-6
28	Cc1cc(Cl)ccc1OCC(=O)NC(=S)Nc1ccccc1N1CCOCC1
  6.1	0.96	102	-3	102	1	-0.2	-1	0	-2
29	Cc1ccc(NC(=O)C2CCCCC2C(=O)O)cc1Cl (configuration not stated)
  1.6	1.2	103	-4	97	-16	-0.3	16	4	-3
30	Cc1ccc(OCC(=O)N/N=C2/SCC(=O)N2Cc2ccco2)cc1
  0.5	.	102	-4	103	9	-0.3	-9	2	-3
31	CCC(=O)c1cn(CC(=O)NCc2cccnc2)c2ccccc12
  0.7	1.2	97	-2	104	4	1.2	-4	-1	-1
32	O=c1c(-c2ccc(F)cc2)coc2cc(O)ccc12
  0.9	2.7	146*	-50	95	111	0.7	-111	10	36
33	CCC(CC)C(=O)Nc1cc([N+](=O)[O-])ccc1F
  1.7	1.3	101	2	94	10	-0.4	-10	6	-4
34	COc1nc2ccccc2nc1OC
  0.0	1	98	1	.	15	1.8	-15	.	-2
35	Nn1c(Cc2cccc3ccccc23)nnc1SCC(=O)N1CC(=O)Nc2ccccc21
  -0.1	0.97	103	-3	113	-2	0.0	2	-15	-2
36	Cc1ccc(C)c(NC(=O)C2(C)CC3c4ccccc4C2c2ccccc23)c1 (configuration not stated)
  3.5	1.2	104	-4	94	0	0.6	0	9	-6
37	O=C(Nc1ccc2c(c1)OCCO2)c1cnc2n(c1=O)CCS2
  3.0	3.1	142*	-47	93	57	-0.1	-57	13	19
38	CCCCc1nc2ccccc2n1CC(=O)NN
  0.2	1	97	3	103	12	-0.1	-12	2	-6
39	COc1ccccc1/C=N/NC(=O)c1ccc(NC(=O)c2cccc([N+](=O)[O-])c2)cc1
  3.6	0.64	102	-2	102	-5	-0.2	5	4	-2
40	CCc1ccccc1NC(=O)CCc1nc(-c2cccs2)no1
  2.8	1.1	91	7	100	-5	0.0	5	5	-6
41	COC(=O)c1ccc(CS(=O)(=O)c2ccccc2C)o1
  -1.3	1.1	96	5	94	-5	-0.3	5	11	.
42	CNC(=O)N(C1=NCC(C)(C)S1)c1ccc(F)c(Cl)c1
  2.3	1.3	105	-5	113	0	-0.2	0	-11	-9
43	CC1Cc2ccccc2N1C(=O)C1CCCCN1S(=O)(=O)c1ccccc1 (configuration not stated)
  1.1	1.2	96	5	106	-1	-0.1	1	-6	-6
44	COc1ccc(CCNC(=O)C2CCN(S(=O)(=O)c3cc(OC)ccc3OC)CC2)cc1
  0.4	1.1	104	-4	100	11	0.1	-11	4	-6
45	CCOC1(OCC)C(c2ccc(Cl)cc2)C(C#N)(C#N)C1(OCC)OCC (configuration not stated)
  7.3	1.1	93	7	104	-17	-0.1	17	-4	1
46	Cc1ccc2oc3nc(C)c(C(=O)O)cc3c(=O)c2c1
  1.1	2.7	127	-30	131	33	-0.1	-33	-25	22
47	Cc1ccc(CC(=O)N2CCN(c3ccccn3)CC2)cc1
  0.5	1.1	93	8	104	-6	-0.3	6	-8	-7
48	CCOC(=O)N1CCN(C(=O)c2ccc(CSc3ccc(Cl)cc3)cc2)CC1
  0.0	0.75	65	38*	88	17	0.1	-17	18	1
49	O=C1CC(SCCO)C(=O)N1c1ccc(Oc2ccccc2)cc1 (configuration not stated)
  1.3	1.1	96	4	101	1	1.1	0	2	-3
50	CC(C)(C)n1nnnc1C(c1cccnc1)N1CCN(c2cccc(C(F)(F)F)c2)CC1 (configuration not stated)
  -1.1	0.91	100	1	101	-14	0.3	14	1	-6
51	Cc1ccccc1NC(=O)CN1C(=S)NC(C)(C)CC1C (configuration not stated)
  1.8	1.1	100	0	97	-4	-0.1	4	1	-11
52	CCc1cccc(C)c1NC(=O)CN(C)Cc1cccc(F)c1
  -0.7	0.84	102	-2	111	-1	-0.5	1	-10	4
53	C=CCNC(=O)/C(=C\c1ccc(OC)cc1)NC(=O)c1ccc([N+](=O)[O-])cc1
  3.5	1	98	3	91	1	-0.1	0	11	-2
54	O=C(CSc1ncnc2ccccc12)c1cccs1
  0.6	4.6*	119	-20	97	139*	0.4	-139	8	70*

A different layout for some results above:
(38) CCCCc1nc2ccccc2n1CC(=O)NN
(39) COc1ccccc1/C=N/NC(=O)c1ccc(NC(=O)c2cccc([N+](=O)[O-])c2)cc1
(40) CCc1ccccc1NC(=O)CCc1nc(-c2cccs2)no1
(41) COC(=O)c1ccc(CS(=O)(=O)c2ccccc2C)o1

entry no.	38	39	40	41
RAM network inh	0.2	3.6	2.8	-1.3
NF-kB neuron act	1	0.64	1.1	1.1
STAT1 activator	97	102	91	96
STAT1 inh	3	-2	7	5
STAT3 activator	103	102	100	94
APP 5'UTR act	12	-5	-5	-5
Hsp70 activator	-0.1	-0.2	0.0	-0.3
APP 5UTR inh	-12	5	5	5
STAT3 blocker	2	4	5	11
FLuc inhib CS	-6	-2	-6	.
